GAA glycogen = qHTS Assay for Inhibitors and Activators of Human alpha-Glucosidase Cleavage of Glycogen; Lysosomal alpha-glucosidase (Homo sapiens), P10253; recombinant GAA, glycogen substrate, Amplex Red glucose oxidase fluorescence; Potency, µM (titrated, usually from 76.4 µM), without a hit: at the top dose activity change, negative = inhibition, hits mostly inhibitors; 300,000 compounds, 0.38% hits;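 note: potency is the fitted concentration of half-maximal effect; 0% = full enzyme reaction and -100% = no-enzyme basal signal; the screen sought inhibitors and activators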
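Recombinant enzyme (4 nM final) with compounds titrated up to 77 uM and bovine liver glycogen (30 ug) in citrate pH 5.0, 0.01% Tween-20, 37 C 40 min. Released glucose detected by Amplex Red/glucose oxidase (Ex 573/Em 610); AC50 from Hill fits.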
HttQ103 aggreg = qHTS Multiplex Assay to Identify Dual Action Probes in a Cell Model of Huntington: Aggregate Formation (GFP); Potency, µM (doses to about 46.1 µM), inactives show at the top dose activity change, negative = inhibition, most hits filed as inhibitors; 220,000 compounds, 1.1% hits; PC12 HttQ103-GFP aggregates, Acumen cytometry, 40 h; AID 1688, 2009; note: potency is the fitted concentration of half-maximal effect; % is set by controls: 0 for no effect and ±100 for the full control effect; nearly all actives have a fitted effect of over 60% in size
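Steps: seed 1500 PC12 HTTQ103-GFP cells/well; add tebufenozide, 100 nM final; add compound titration; add ATPLite reagent; quantify GFP aggregates by laser scanning cytometry.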
GAA inhib = qHTS Assay for Inhibitors of Human alpha-Glucosidase as a Potential Chaperone Treatment of Pompe Disease; 200,000 compounds, 0.005% hits; Potency, µM (titrated, usually from 76.9 µM), inactives show top-dose activity change, negative = inhibition, actives largely listed as inhibitors; purified human GAA, 4-MU-alpha-glucoside fluorescence; Lysosomal alpha-glucosidase (Homo sapiens), P10253; AID 1466, 2008;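 note: potency is the fitted concentration of half-maximal effect; plate controls were uninhibited enzyme wells for no effect and no-enzyme background for full effect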
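Human enzyme at 4 nM with 400 uM 4-methylumbelliferyl-alpha-D-pyranoside, citrate/phosphate buffer pH 5.0, 0.005% Tween-20, 20 min at room temperature. Compounds up to 77 uM. 4-MU fluorescence (Ex 365/Em 440) read after NaOH/glycine stop; AC50 from Hill fit.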
LMNA splice mod = qHTS Assay for Modulators of Lamin A Splicing; HeLa LMNA splicing GFP/RFP minigene ratio, 48 h; 200,000 compounds, 0.01% hits; Potency, µM (doses to about 46.1 µM), inactives show top-dose ratio change, negative = inhibition, actives largely listed as inhibitors; AID 1487, 2009; active = well fitted inhibition curve with a large enough effect in the signal ratio, with a control signal flat, not every such curve was filed as active; inconclusive = small, poorly fitted or top-dose-only effect, or effect the other way, or a change in a side signal; the % refers to the signal ratio; note: potency is the fitted concentration of half-maximal effect; % is set by controls: 0 for no effect and ±100 for the full control effect
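S3 HeLa stable clones carrying a lamin A-EGFP splicing minigene plus DsRed2 were seeded at 600 cells/well in Opti-MEM with 2% FBS, pin-dosed and incubated 48 h at 37°C. Acumen cytometry (488 nm) gave the GFP/RFP total-intensity ratio.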
CBFb-RUNX1 inh = qHTS Assay for Compounds Blocking the Interaction Between CBF-beta and RUNX1 for the Treatment of Acute Myeloid Leukemia; AlphaScreen CBFb-His/RUNX1-biotin binding, biochemical; Potency, µM (series often up to 59.8 µM), for inactives: top-dose activity, negative = inhibition, most hits filed as inhibitors; 230,000 tested, under 10 active; AID 1477, 2009; note: % of control where 0% means no effect
Target sequence (Q01196 whole entry, looked up): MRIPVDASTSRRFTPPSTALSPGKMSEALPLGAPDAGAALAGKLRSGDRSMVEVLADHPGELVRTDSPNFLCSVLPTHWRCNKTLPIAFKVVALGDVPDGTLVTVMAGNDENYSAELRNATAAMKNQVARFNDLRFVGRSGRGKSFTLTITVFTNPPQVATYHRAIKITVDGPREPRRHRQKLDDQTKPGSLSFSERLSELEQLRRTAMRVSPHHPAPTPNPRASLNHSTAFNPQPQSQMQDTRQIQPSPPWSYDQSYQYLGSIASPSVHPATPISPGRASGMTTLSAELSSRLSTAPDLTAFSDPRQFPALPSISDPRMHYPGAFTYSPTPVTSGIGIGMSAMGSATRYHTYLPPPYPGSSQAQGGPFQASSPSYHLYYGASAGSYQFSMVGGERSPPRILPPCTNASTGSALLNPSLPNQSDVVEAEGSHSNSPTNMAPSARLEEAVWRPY
Target sequence (Q13951 whole entry, looked up): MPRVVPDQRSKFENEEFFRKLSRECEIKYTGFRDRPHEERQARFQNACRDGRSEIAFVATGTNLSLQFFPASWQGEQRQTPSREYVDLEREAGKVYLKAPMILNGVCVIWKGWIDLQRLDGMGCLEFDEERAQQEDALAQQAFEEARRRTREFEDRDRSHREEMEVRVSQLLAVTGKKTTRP
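Bead-based AlphaScreen assay; binding partners His-tagged CBF-beta and biotinylated RUNX1 at 30 nM each. Compound exposure 15 min after a 20-min protein preincubation; bead step 90 min; all steps at room temperature.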
HTT ATP protect = qHTS Multiplex Assay to Identify Dual Action Probes in a Cell Model of Huntington: Cytoprotection (ATP); 230,000 compounds, 0.14% hits; Potency, µM (doses to about 56.4 µM), without a hit: cytoprotection (ATP increase), usual class: activators; PC12 HTT-Q103 induced, cytoprotection, ATP luminescence, 40 h;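 note: potency is the fitted concentration of half-maximal effect; % of control where 0% means no effect; nearly all actives have a fitted effect of over 45% in size; toxic huntingtin expression switched on by the ecdysone agonist tebufenozide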
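Quantitative HTS on tebufenozide-induced (100 nM) PC12 cells expressing HTTQ103 exon 1–GFP; compounds tested as a concentration series; survival measured via cellular ATP.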
GAA spleen mod = qHTS Assay for Inhibitors and Activators of Human alpha-Glucosidase From Spleen Homogenate; Lysosomal alpha-glucosidase (Homo sapiens), P10253; human spleen homogenate, 4-MU-alpha-glucoside fluorescence; 240,000 compounds, 0.006% hits; Potency, µM (doses to about 79.9 µM), inactives show at the highest dose activity change, negative = inhibition, usual class: inhibitors;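 note: potency is the fitted concentration of half-maximal effect; 0% = enzyme with vehicle and -100% = no enzyme basal signal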
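Enzyme source: human spleen homogenate, 1 ug/well. Buffer 50 mM citric acid/K phosphate pH 5.0, 0.01% Tween-20. 4-MU-alpha-glucoside 1 mM; 37 C x 40 min; NaOH/glycine stop; fluorescence.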
Numbers without * were called inactive; ? = inconclusive; / = no result given; [ ] = remark or other dose. Unless noted, calls come from the whole dose curve; as a rule, active = well fitted curve in the direction sought with a large enough effect; inconclusive = small, poorly fitted or top-dose-only effect, or another doubt; inactive = no such curve, though single readings can be large; an effect the other way counts as inactive or inconclusive.

The first 5 entries, ahead of the listing:
[1] CC(C)c1ccc(-n2cccc2/C=C2/C(=N)N3C=CSC3=NC2=O)cc1
[2] O=C(Nc1ccc(F)cc1)C1CC(=O)n2c(nc3ccccc32)N1 (stereo not drawn)
[3] CC(=O)c1cccc(NC(=O)c2onc(C)c2Cl)c1
[4] Cc1c(C(=O)O)cccc1-n1c(C)cc(/C=N/Nc2ccc([N+](=O)[O-])cn2)c1C
[5] O=C1NC(=O)C(CC(=O)N(Cc2ccco2)C2(C(=O)NC3CCCC3)CCCCC2)N1 (stereo not drawn)

entry no.	1	2	3	4	5
GAA glycogen	1%	5%	12%	?	6%
HttQ103 aggreg	-5%	2%	7%	3%[9.22 µM]	3%
GAA inhib	-5%	-3%	-5%	/	-24%
LMNA splice mod	?	-3%	14%	/	-6%
CBFb-RUNX1 inh	-11%	-2%	5%	?	0%
HTT ATP protect	11%[10 µM]	25%[10 µM]	-24%	17%[10 µM]	-16%
GAA spleen mod	3%	1%	3%	-5%	-6%

The listing, from the start:
[1] CC(C)c1ccc(-n2cccc2/C=C2/C(=N)N3C=CSC3=NC2=O)cc1
[2] O=C(Nc1ccc(F)cc1)C1CC(=O)n2c(nc3ccccc32)N1 (stereo not drawn)
[3] CC(=O)c1cccc(NC(=O)c2onc(C)c2Cl)c1
[4] Cc1c(C(=O)O)cccc1-n1c(C)cc(/C=N/Nc2ccc([N+](=O)[O-])cn2)c1C
[5] O=C1NC(=O)C(CC(=O)N(Cc2ccco2)C2(C(=O)NC3CCCC3)CCCCC2)N1 (stereo not drawn)

entry no.	1	2	3	4	5
GAA glycogen	1%	5%	12%	?	6%
HttQ103 aggreg	-5%	2%	7%	3%[9.22 µM]	3%
GAA inhib	-5%	-3%	-5%	/	-24%
LMNA splice mod	?	-3%	14%	/	-6%
CBFb-RUNX1 inh	-11%	-2%	5%	?	0%
HTT ATP protect	11%[10 µM]	25%[10 µM]	-24%	17%[10 µM]	-16%
GAA spleen mod	3%	1%	3%	-5%	-6%

[6] Cc1cc(N)n(-c2ncnc3scc(-c4ccccc4)c23)n1
[7] Cc1ccc(C)c(N2CCN(C(=S)NC3CCCCC3)CC2)c1
[8] O=C(Nc1ccc2c(c1)CCC2)C1CCN(c2ncccn2)CC1
[9] Cc1cc(C)n(-c2nc3ccccc3c3nc(C)nn23)n1
[10] CCN(CC)S(=O)(=O)c1cc(Br)ccc1OC

entry no.	6	7	8	9	10
GAA glycogen	2%	-10%	-11%	4%	-1%
HttQ103 aggreg	9%	2%	-5%	-18%	-6%
GAA inhib	-8%	-2%	-2%	-6%	7%
LMNA splice mod	-4%	9%	?	-7%	12%
CBFb-RUNX1 inh	8%	5%	12%	9%	1%
HTT ATP protect	-1%	-19%[10 µM]	5%[10 µM]	10%[10 µM]	0%
GAA spleen mod	10%	-2%	-4%	0%	1%

[11] COC(=O)/C(C#N)=C(/Nc1ccc(F)c(Cl)c1)C(F)(F)F
[12] O=C(N/N=C/C=C\c1cccc([N+](=O)[O-])c1)c1ccccn1
[13] CCc1nnc(NC(=O)C2=NN(C3CCS(=O)(=O)C3)C(=O)CC2)s1 (stereo not drawn)
[14] CCN(CC)Cc1c(O)ccc2c1O/C(=C\C=C\c1ccccc1)C2=O
[15] CC(C(=O)Nc1ccc(O)cc1)c1cccc(C(=O)c2ccccc2)c1 (stereo not drawn)

entry no.	11	12	13	14	15
GAA glycogen	-2%	6%	-8%	0%	6%
HttQ103 aggreg	-10%[9.22 µM]	2%	?	14%[9.22 µM]	12%[9.22 µM]
GAA inhib	/	1%	-1%	/	?
LMNA splice mod	/	-10%	/	/	-18%[46 µM]
CBFb-RUNX1 inh	0%	-3%	-2%	3%	-8%
HTT ATP protect	-7%[10 µM]	11%[10 µM]	18%[10 µM]	10%[10 µM]	17%[10 µM]
GAA spleen mod	1%	-18%	-7%	-7%	-6%

[16] O=C(COC(=O)c1c2c(nc3ccccc13)CCCC2)c1ccc(Br)s1
[17] Clc1ccc(-c2nc(-c3ccccn3)no2)cc1Cl
[18] CC(C)CN1C(=O)CC(Sc2ccccc2C(=O)O)C1=O (stereo not drawn)
[19] Nc1cc2c(cc1[N+](=O)[O-])OCCO2
[20] O=C(c1cccs1)N1CCN(Cc2ccc3c(c2)OCO3)CC1

entry no.	16	17	18	19	20
GAA glycogen	-5%	?	2%	8%	-8%
HttQ103 aggreg	-24%	6%	26%	-12%	-29%
GAA inhib	-4%	-3%	-1%	2%	7%
LMNA splice mod	-10%	-6%	-1%	0%	?
CBFb-RUNX1 inh	2%	6%	-3%	-24%	-1%
HTT ATP protect	-8%[10 µM]	?	-2%	10%[10 µM]	-5%
GAA spleen mod	0%	4%	-6%	-13%	-5%

[21] O=C(COC(=O)c1cncc(Br)c1)Nc1nc(-c2ccc(F)cc2)cs1
[22] CCOc1cc(C(=S)N2CCC(O)CC2)ccc1OS(=O)(=O)c1ccc(Br)cc1
[23] Cc1nc(C)c(C(=O)NCc2ccccc2Cl)o1
[24] COc1cc(NC(=O)c2cccc(Br)c2)nc(OC)n1
[25] CC(C)CNC(=O)CC(=O)N/N=C/c1ccc(F)cc1

entry no.	21	22	23	24	25
GAA glycogen	1%	3%	2%	1%	-1%
HttQ103 aggreg	3%[9.22 µM]	?	?	4%[9.22 µM]	-12%
GAA inhib	0%[15.4 µM]	-2%	0%	-8%	-11%
LMNA splice mod	/	?	?	2%[46 µM]	3%
CBFb-RUNX1 inh	3%	-11%	5%	0%	11%
HTT ATP protect	-10%[10 µM]	-11%	-12%	-13%[10 µM]	/
GAA spleen mod	9%	-7%	2%	-2%	-4%

[26] Nc1nc(Nc2ccc(Cl)cc2Cl)nc(C(F)(F)F)n1
[27] Cc1c(Cc2ccccc2)c(=O)oc2cc(OC(=O)c3ccccc3)ccc12
[28] Cc1ccc(C(=O)OCC2OC3OC(C)(C)OC3C2O)cc1 (stereo not drawn)
[29] Cc1ccc(CC(=O)Nc2ccccc2N2CCOCC2)cc1C
[30] CCCC[C@@H]1C[C@H]1C(NC(=O)Cc1ccccc1)c1ccc(-c2ccccc2)cc1 (stereo partly drawn)

entry no.	26	27	28	29	30
GAA glycogen	-1%	-2%	13%	1%	/
HttQ103 aggreg	16%	-31%	-5%	-6%	/
GAA inhib	4%	?	-3%	0%	/
LMNA splice mod	?	-9%	-17%	-6%	/
CBFb-RUNX1 inh	14%	11%	-2%	1%	18%
HTT ATP protect	7%	-4%[10 µM]	-8%[10 µM]	-9%	-14%
GAA spleen mod	1%	4%	-8%	6%	6%

[31] O=C(Nc1ccc2c(c1)OCO2)c1cccc(Cl)c1
[32] CCOC(=O)c1ccc(NC(=O)NCc2ccc(OC)cc2)cc1
[33] O=C(CSc1nc(O)c(C(c2ccccc2)c2ccccc2)c(=O)[nH]1)N1CCOCC1
[34] CC1=CC(=O)C=C(C)C1=NOC(=O)/C=C\c1ccccc1
[35] CCCNC(=O)C(C)n1c2ccccc2c2nc(=O)cc(C)n21 (stereo not drawn)

entry no.	31	32	33	34	35
GAA glycogen	4%	-1%	10%	20%	-15%
HttQ103 aggreg	-10%	2%	8%	?	6%
GAA inhib	-10%	-11%	-3%	-3%	-5%
LMNA splice mod	-6%	/	/	4%	-5%
CBFb-RUNX1 inh	9%	6%	1%	4%	1%
HTT ATP protect	-6%	/	1%[10 µM]	27%[10 µM]	-22%
GAA spleen mod	6%	-13%	5%	-3%	-3%

[36] O=C(NCCC1=CCCCC1)c1ccc2c(=O)n3c(nc2c1)CCCCC3
[37] Cc1cc(NC(=O)C2CCCN(S(=O)(=O)c3c(C)noc3C)C2)no1 (stereo not drawn)
[38] Cc1onc(-c2c(Cl)cccc2Cl)c1COC(=O)c1ccc([N+](=O)[O-])cc1
[39] COCCCn1c(=S)[nH]c2c(sc3ccccc32)c1=O
[40] Cc1ccsc1C1C2=C(CCCC2=O)Nc2ncnn21 (stereo not drawn)

entry no.	36	37	38	39	40
GAA glycogen	-6%	8%	-9%	4%	-3%
HttQ103 aggreg	9%	-8%	-2%[9.22 µM]	2%	13%
GAA inhib	?	-13%	-9%	6%	1%
LMNA splice mod	-12%	-4%	/	?	2%
CBFb-RUNX1 inh	-6%	-1%	?	-21%	11%
HTT ATP protect	4%	10%	10%[10 µM]	-43%[inhibitor]	3%[0.074 µM]
GAA spleen mod	-2%	3%	-19%	-7%	2%

[41] COc1ccc(S(=O)(=O)N(Cc2ccccc2)Cc2nc3ccccc3c(=O)[nH]2)cc1
[42] O=C(NCCc1ccccn1)c1ccc(COc2ccccc2)o1
[43] CCN(CC)CCNC(=O)c1cc2c(-c3ccc(Cl)cc3)nn(C)c2s1
[44] CC(C)C1=NN(C(=O)c2cccnc2)C(O)(C(F)(F)F)C1 (stereo not drawn)
[45] COc1cccc(N2CCN(C(=O)C3CCCN(S(=O)(=O)c4cnc[nH]4)C3)CC2)c1 (stereo not drawn)
[46] COc1ccc(CN2CCn3ncc(C(=O)Nc4cc(C)cc(C)c4)c3C2=O)cc1
[47] N#Cc1c(Cl)nc2c(c1C#N)CCCC2

entry no.	41	42	43	44	45	46	47
GAA glycogen	1%	-18%	15%	6%	2%	9%	-6%
HttQ103 aggreg	-14%	17%	1%	-4%	-16%	-14%	8%[9.22 µM]
GAA inhib	-11%	-1%	-3%	-3%	-6%[15.4 µM]	0%	/
LMNA splice mod	?	5%	?	-7%	6%	-4%	/
CBFb-RUNX1 inh	8%	13%	1%	0%	1%	1%	4%
HTT ATP protect	-26%	-28%[0.074 µM]	-90%[inhibitor]	-17%	-16%	-11%	17%[10 µM]
GAA spleen mod	-11%	-1%	-6%	8%	-1%	2%	-22%

Compound activity (PubChem BioAssay)
